# hIAP activ: human IAP activators, primary screen, biochemical, luminescence, uHTS; Intestinal-type alkaline phosphatase (Homo sapiens), P09923; purified human IAP, CDP-Star luminescence, 30 min; active compounds read high; 1 = vehicle-only enzyme, 0 = enzyme-free background; activation factor at 10 µM; actives 0.16% (n = 330,000); AID 2524, 2010;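 active = activation factor of the enzyme at least 2-fold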; note: the source names both 10 and 20 µM as test concentration; values of inactives mirror those of a sister screen read the other way
# SENP8 block: human SENP8 protease inhibitors, primary screen, biochemical, fluorescence, Nedd8 protein substrate, uHTS; Sentrin-specific protease 8 (Homo sapiens), Q96LD8; recombinant SENP8; inhibition, % at 20 µM; actives 0.64% (n = 360,000); in the data active = inhibition mostly above about 40%, no sharp cut-off; inactive = mostly below about 27%
# MPTP block: mitochondrial permeability transition pore inhibitors, primary screen, biochemical, isolated mouse mitochondria, absorbance. actives 1.4% (n = 360,000). Ca2+ swelling absorbance, 30 min. inhibition, % at 10 µM;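 active = inhibition of 50% or more, scaled per plate between neutral and stimulator controls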;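 note: 0% = DMSO wells given calcium and 100% = 1 mM EGTA wells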
# SENP1 FRET inh: human SENP1 catalytic domain inhibitors, primary screen, biochemical, FRET, uHTS; Sentrin-specific protease 1 (Homo sapiens), Q9P0U3; AID 624204, 2012; actives 0.21% (n = 360,000); recombinant SENP1 catalytic domain, CyPet-SUMO1-YPet FRET cleavage; inhibition, % at 10 µM;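 active = inhibition at least 30% at 10 µM, raw YFP signal under a set limit, fluorescence ratio 0.5 to 1.5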;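 note: 0% = enzyme with DMSO and 100% = no enzyme wells; some results filed as inactive read as strong as hits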
#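 Compound: 10 µM single point, 0.5% DMSO; Test system: hSENP1 catalytic domain, recombinant; Timing: 50 min reaction at room temperature; Technique: FRET, CFP and YFP emission; Control set: no-enzyme wells low, DMSO-plus-enzyme wells high control.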
# PfG6PD inh: PfG6PD enzyme inhibitors, primary screen, biochemical, fluorescence intensity, uHTS | actives 0.78% (n = 350,000) | inhibition, % at 20 µM | AID 504690, 2011 | glucose-6-phosphate dehydrogenase-6-phosphogluconolactonase (Plasmodium falciparum 3D7) | PfGluPho enzyme, NADPH resazurin-diaphorase fluorescence;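 active = inhibition reaching at least a set limit at 20 µM in the primary screen, cut at about 59% in these data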;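 note: 0% = DMSO wells with substrate and 100% = DMSO wells lacking glucose-6-phosphate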
# GRIN3A LBD mod: binders of NR3A ligand-binding domain, primary screen, biophysical, differential scanning fluorimetry, uHTS; Glutamate receptor ionotropic, NMDA 3A (GRIN3A) ligand-binding domain; NR3A LBD differential scanning fluorimetry, Tm shift; 0% = protein alone, 100% = glycine-bound protein; Tm shift relative to glycine control, % at 25 µM; actives 2.5% (n = 340,000); AID 1259313, 2017;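 active = melting temperature shift of at least 10% of the positive control shift, at one fixed dose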
# SENP6 inh: SENP6 protease inhibitors, primary screen, biochemical, luminescence, uHTS | Sentrin-specific protease 6 (Homo sapiens), Q9GZR1 | Recombinant SENP6 catalytic domain, aminoluciferin luminescence | inhibition, % at 10 µM | actives 1.8% (n = 330,000);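 active = inhibition above about 50% at the single tested dose, limit read from the data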;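 note: plate controls were DMSO wells with enzyme for no effect and DMSO wells lacking enzyme for full effect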
# Target sequence (Q9GZR1 628-1112 limits assumed): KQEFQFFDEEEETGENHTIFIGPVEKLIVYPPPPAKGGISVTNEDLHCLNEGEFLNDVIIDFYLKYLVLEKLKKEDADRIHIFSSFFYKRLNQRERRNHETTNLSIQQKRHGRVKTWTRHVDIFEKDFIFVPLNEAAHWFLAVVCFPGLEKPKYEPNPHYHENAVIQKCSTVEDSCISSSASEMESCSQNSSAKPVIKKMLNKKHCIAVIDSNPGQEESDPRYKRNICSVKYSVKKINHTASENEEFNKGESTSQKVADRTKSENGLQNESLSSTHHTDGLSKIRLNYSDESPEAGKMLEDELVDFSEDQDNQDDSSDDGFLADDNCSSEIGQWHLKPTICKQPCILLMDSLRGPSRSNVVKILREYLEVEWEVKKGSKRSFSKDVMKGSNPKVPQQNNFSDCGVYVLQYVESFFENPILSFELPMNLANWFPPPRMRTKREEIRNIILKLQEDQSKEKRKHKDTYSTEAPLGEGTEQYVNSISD
# ATG4B inhibitor: ATG4B protease inhibitors, primary screen, biochemical, fluorescence, uHTS | inhibition, % at 8.33 µM | AID 504462, 2011 | actives 0.51% (n = 340,000) | ATG4B cleavage of LC3-PLA2, NBD-HPC fluorescence, 1 h; in the data active = inhibition above about 40%
# Target sequence (Q9Y4P1 whole entry, looked up): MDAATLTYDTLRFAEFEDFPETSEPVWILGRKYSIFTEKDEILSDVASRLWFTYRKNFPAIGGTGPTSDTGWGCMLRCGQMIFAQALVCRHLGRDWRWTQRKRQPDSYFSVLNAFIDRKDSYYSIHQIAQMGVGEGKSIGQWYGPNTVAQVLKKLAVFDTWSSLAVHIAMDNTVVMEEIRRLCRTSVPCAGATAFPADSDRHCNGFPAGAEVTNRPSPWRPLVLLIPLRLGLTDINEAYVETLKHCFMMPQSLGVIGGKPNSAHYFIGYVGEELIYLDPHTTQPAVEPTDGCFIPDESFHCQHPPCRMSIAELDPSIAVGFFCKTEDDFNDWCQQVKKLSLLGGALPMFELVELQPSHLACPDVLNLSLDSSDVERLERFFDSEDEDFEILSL
# The depositor's hits bear a star; i = inactive; . = no result given.
structure	ATG4B inhibitor	SENP6 inh	hIAP activ	SENP8 block	PfG6PD inh	SENP1 FRET inh	MPTP block	GRIN3A LBD mod
CCOC(=O)Nc1ccc2c(c1)N(C(=O)CCN(CC)CC)c1ccccc1S2=O (configuration not stated)	7	-12	0.94	19	-8	0	-1.5	-2
CN(c1ccc(F)cc1)S(=O)(=O)c1ccc(Cl)c(C(=O)NCc2ccco2)c1	-12	-11	0.91	6	13	3	0.3	2
CN(CCOc1ccccc1)C(=O)c1ccc(N2CCCC2)c([N+](=O)[O-])c1	-7	-4	0.96	25	-2	3	1.2	-1
S=c1nc(C2CCCCC2)n(-c2ccccc2)[nH]1	-1	-24	1.1	14	55	-1	-2.4	0
CCOC(=O)N1CCN(CC(=O)Nc2sc(CC)cc2C(=O)c2ccc(OC)cc2)CC1	-6	4	1.1	12	13	2	4.4	-1
Cc1cccnc1NC(=O)Cn1nc([N+](=O)[O-])cc1C	3	0	1.1	20	-7	2	-0.1	0
C=CCOC(=O)/C(=C\c1ccccc1)NC(=O)c1ccc(C)cc1	-1	-3	1	3	-19	0	2.0	-2
O=C(c1cc(=O)c2ccccc2o1)N(Cc1ccccc1)C1CCS(=O)(=O)C1 (configuration not stated)	-7	-9	1.2	10	1	2	0.7	1
COc1cc(C(=O)NCc2ccccc2)cc(Br)c1OC	11	8	0.94	10	-11	1	5.5	0
CC(C)CN(C(=O)COC(=O)CCC(=O)c1ccc(Cl)cc1)c1c(N)n(Cc2ccccc2)c(=O)[nH]c1=O	-11	0	1	5	-11	-8	1.2	.
CCN1C(=O)c2cccc3c(S(=O)(=O)Nc4ccccn4)ccc1c23	-8	-10	0.91	-321	-20	-48	1.0	1
O=C(CCNC(=O)c1ccc(Cl)cc1)Nc1ccccc1Cl	-3	-5	1	10	3	0	1.3	-1
CCOc1ccc(C(=O)OCC(=O)Nc2cccc(S(=O)(=O)N3CCCC3)c2)cc1	-15	-13	0.84	8	12	2	2.6	-6
CCC(C)NC(=O)c1c(N)n(/N=C/c2cccnc2)c2nc3ccccc3nc12 (configuration not stated)	-2	-7	0.92	-313	29	-32	-0.1	5
O=C(Nc1cccc(F)c1)C1C2C=CC3(CN(CCCN4CCOCC4)C(=O)C13)O2 (configuration not stated)	-8	0	0.97	14	-5	1	-1.3	-3
O=C(NCc1ccc(F)cc1)c1cc2n(n1)C(C(F)(F)F)CC(C1CC1)N2 (configuration not stated)	-14	8	0.94	17	4	3	0.2	0
O=C(CS(=O)(=O)c1ccccc1)Nc1ccc(S(=O)(=O)Nc2ncccn2)cc1	-11	-26	0.99	8	18	2	-2.8	-1
COc1cccc(N=c2oc3c(C)ncc(CO)c3cc2C(N)=O)c1	-3	-4	1	-39	-8	-1	-1.6	0
CCn1c(SCC(=O)N/N=C/C(C)=C\c2ccco2)nnc1-c1ccccc1	8	17	1.1	8	-9	-1	0.2	0
C=CCN(C(=O)c1ccc2snnc2c1)c1ccccc1	-5	-16	0.98	7	9	2	-1.1	0
CC(=O)Nc1ccc(S(=O)(=O)N(C)CC(=O)NCCC2=CCCCC2)cc1	6	-16	1.1	-6	-15	-2	-0.1	-2
N#Cc1ncn(C2OC(CO)C(O)C2O)c1N (configuration not stated)	.	.	.	17	-7	4	-0.4	.
CCc1ccc(NC(=O)C2CCCN2c2nn3c(=O)cc(C)nc3s2)cc1 (configuration not stated)	-1	7	1.1	19	3	2	-2.1	0
O=C(COC(=O)C1CCCCC1)Nc1cccc(F)c1	-1	14	0.78	10	-1	2	0.4	2
O=C(Oc1ccc(F)cc1)N1CCOCC1	0	12	0.91	8	-4	0	1.8	1
CCOC(=O)CN1N=C(/C=C/c2ccc(OCC)cc2)CCC1=O	4	-8	0.85	-12	-10	0	4.6	0
O=C(CC1Oc2ccccc2NC1=O)NCc1ccc(Cl)cc1 (configuration not stated)	-3	-15	1.1	-5	3	2	-0.3	-1
COc1cccc(N2CCC(N3CCN(C)C(CCO)C3)CC2)c1 (configuration not stated)	0	-8	1.2	14	2	-2	0.2	3
CN(CCO)c1ncnc2c1sc1nc(N3CCOCC3)c3c(c12)CCC3	-1	10	1.1	-348	18	1	2.8	0
O=C(COc1ncnc2sccc12)N1CCN(C(=O)c2ccco2)CC1	-5	-4	1	2	13	-13	-0.2	-3

# An excerpt from above in order of SMILES length, rising.
structure	ATG4B inhibitor	SENP6 inh	hIAP activ	SENP8 block	PfG6PD inh	SENP1 FRET inh	MPTP block	GRIN3A LBD mod
O=C(Oc1ccc(F)cc1)N1CCOCC1	0	12	0.91	8	-4	0	1.8	1
O=C(COC(=O)C1CCCCC1)Nc1cccc(F)c1	-1	14	0.78	10	-1	2	0.4	2
C=CCN(C(=O)c1ccc2snnc2c1)c1ccccc1	-5	-16	0.98	7	9	2	-1.1	0
O=C(CC1Oc2ccccc2NC1=O)NCc1ccc(Cl)cc1 (configuration not stated)	-3	-15	1.1	-5	3	2	-0.3	-1
COc1cccc(N2CCC(N3CCN(C)C(CCO)C3)CC2)c1 (configuration not stated)	0	-8	1.2	14	2	-2	0.2	3
CCOC(=O)CN1N=C(/C=C/c2ccc(OCC)cc2)CCC1=O	4	-8	0.85	-12	-10	0	4.6	0
COc1cccc(N=c2oc3c(C)ncc(CO)c3cc2C(N)=O)c1	-3	-4	1	-39	-8	-1	-1.6	0
O=C(COc1ncnc2sccc12)N1CCN(C(=O)c2ccco2)CC1	-5	-4	1	2	13	-13	-0.2	-3
CN(CCO)c1ncnc2c1sc1nc(N3CCOCC3)c3c(c12)CCC3	-1	10	1.1	-348	18	1	2.8	0
CCc1ccc(NC(=O)C2CCCN2c2nn3c(=O)cc(C)nc3s2)cc1 (configuration not stated)	-1	7	1.1	19	3	2	-2.1	0
CCn1c(SCC(=O)N/N=C/C(C)=C\c2ccco2)nnc1-c1ccccc1	8	17	1.1	8	-9	-1	0.2	0
O=C(NCc1ccc(F)cc1)c1cc2n(n1)C(C(F)(F)F)CC(C1CC1)N2 (configuration not stated)	-14	8	0.94	17	4	3	0.2	0
O=C(CS(=O)(=O)c1ccccc1)Nc1ccc(S(=O)(=O)Nc2ncccn2)cc1	-11	-26	0.99	8	18	2	-2.8	-1

# Carrying on.
structure	ATG4B inhibitor	SENP6 inh	hIAP activ	SENP8 block	PfG6PD inh	SENP1 FRET inh	MPTP block	GRIN3A LBD mod
Cc1ccc(S(=O)(=O)Nc2c(O)c3ccccc3oc2=O)cc1	6	-30	1.1	-6	-28	0	-3.1	3
O=S(=O)(/C=C/c1ccccc1)N1CCN(c2ccc(F)cc2)CC1	0	0	1.1	31	-7	4	4.7	3
CC1(C)Cc2c(sc3nnn(Cc4ccc(Cl)cc4)c(=O)c23)CO1	-4	.	.	27	11	1	5.8	-1
Cc1cc2occ(CC(=O)NCc3cccs3)c2cc1C(C)C	-6	-19	1.1	6	-1	-1	0.8	-2
Cc1cc(C)cc(N(C(=O)c2ccco2)C(C(=O)NC2CCCC2)c2ccncc2)c1 (configuration not stated)	7	-20	0.97	10	2	0	0.1	0
CCn1c(SCC(=O)N2CCc3ccccc32)nnc1-c1ccco1	1	2	0.83	12	41	1	1.4	0
OCCC1CN(CC2CC2)CCN1Cc1ccc(F)c(F)c1 (configuration not stated)	-8	8	1.2	14	2	3	-0.5	1
CCOC(=O)C1=C(COC(=O)CCOc2cccc(C)c2)NC(=O)NC1C (configuration not stated)	5	-17	0.94	16	-7	0	-1.2	1
COc1cccc(C(C(=O)NC2CCCCC2)N(C(=O)CNC(=O)c2ccco2)c2cccnc2)c1 (configuration not stated)	4	-25	0.93	8	-8	1	-1.1	-6
CCOC(=O)c1[nH]ncc1CN1CCCC(C(=O)c2cccc(OC(C)C)c2)C1 (configuration not stated)	-2	-6	0.88	13	4	2	0.4	-1
O=C(OC1Cn2c(=O)ccc(=O)n2C1)c1ccccc1	-2	10	1.2	1	-2	2	0.5	-4
CCOCCCNS(=O)(=O)c1ccc(NC(=O)Cc2c(F)cccc2Cl)cc1	-1	-12	0.94	11	-21	0	-1.8	-4
Cc1ccc(C)c(NC(=O)C2C3C=CC(O3)C2C(=O)O)c1 (configuration not stated)	-6	-5	0.83	18	-5	3	0.9	1
Cc1ccc(C(=O)N2CCCC(C(=O)c3cc(F)ccc3F)C2)s1 (configuration not stated)	-7	24	1.2	19	-5	1	2.0	-4
CCOC(=O)c1cc(CC)sc1N1C(=O)CC(Sc2ccccc2C(=O)O)C1=O (configuration not stated)	1	-14	1.1	10	-28	-14	-2.2	0

# Only SENP6 inh, for some of the entries so far:
compound	SENP6 inh
Cc1ccc(C)c(NC(=O)C2C3C=CC(O3)C2C(=O)O)c1 (configuration not stated)	-5
Cc1cc(C)cc(N(C(=O)c2ccco2)C(C(=O)NC2CCCC2)c2ccncc2)c1 (configuration not stated)	-20

# (cont.)
structure	ATG4B inhibitor	SENP6 inh	hIAP activ	SENP8 block	PfG6PD inh	SENP1 FRET inh	MPTP block	GRIN3A LBD mod
CC1=C(C(=O)N2CCOCC2)CC(CC(=O)NCC2CCCCC2)C(=O)N1Cc1ccccc1 (configuration not stated)	.	.	.	25	-8	1	-3.8	.
CC(=O)N1CCN(C(=O)c2ccc(Cl)c(S(=O)(=O)N3CCc4ccccc43)c2)CC1	-12	-15	0.88	2	-2	0	0.9	1
O=C(Nc1cc(S(=O)(=O)N2CCOCC2)ccc1N1CCOCC1)c1cn2ccccc2n1	-5	0	0.95	-25	1	1	-2.3	-2
O=C(NC(=S)N1CCCCCC1)c1ccccc1Cl	8	4	0.98	3	-5	-1	-2.2	1
COC(=O)c1cn(CCOc2ccc(C)cc2)c2ccccc12	-6	-4	0.9	1	37	0	6.6	-9
COc1cc(NC(=O)SC2=NCCS2)cc(OC)c1	-4	.	.	14	25	2	0.7	-10
CCSc1nnc(NC(=O)c2ccc(C)cc2)s1	-10	49	1	-28	93*	2	-2.3	-1
CN(C)c1ccc(C(=O)Nc2ccc(S(=O)(=O)NC3=NCCCCC3)cc2)cc1	-5	3	1	-294	4	3	-0.2	-1
CCCOc1ccc(N2C(=O)CC(N(Cc3ccco3)C(=O)CC)C2=O)cc1 (configuration not stated)	4	-6	1.3	8	7	-4	1.1	-4
COc1cc(C)c(CN2CCN(S(=O)(=O)c3ccc(Cl)s3)CC2)cc1OC	-2	7	0.98	-3	-10	2	-0.1	0
O=[N+]([O-])c1cc2c(cc1CN1CCN(c3ccccc3F)CC1)OCO2	4	4	0.91	4	13	2	2.3	5
COc1ccc(OC)c(S(=O)(=O)N2CCCC2C(=O)N2CCc3ccccc3C2)c1 (configuration not stated)	7	-13	0.95	4	-1	7	0.5	-1
CCCNC(=O)/C=C/c1ccc(C(C)C)cc1	4	-6	1	16	-17	1	-0.2	-6
CC(=O)C1=C(O)C(=O)N(c2ccc(Br)cc2)C1c1cccc(F)c1 (configuration not stated)	-2	-12	0.86	-148	-17	0	0.7	1
COc1ccccc1/C=C/C1=NC(=C\N(C)C)/C(=O)O1	-2	-15	1.2	i	-7	-22	0.6	0
CN(C)c1ccc(/C=C/C(=O)c2ccccc2)cc1[N+](=O)[O-]	-2	-11	0.9	18	1	4	0.6	-3
